Scp-1 inhibitor = inhibitors of human Scp-1 phosphatase | 340,000 compounds, 0.88% hits | AID 493091 | inhibition, % at 20 µM | Recombinant Scp1, phosphopeptide, malachite green phosphate absorbance;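 active = inhibition above about 50% at 20 µM, limit read from the data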;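 also: plate controls were DMSO wells with enzyme for no effect and wells lacking enzyme for full effect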
Target sequence (Q9GZU7 76-261 limits assumed): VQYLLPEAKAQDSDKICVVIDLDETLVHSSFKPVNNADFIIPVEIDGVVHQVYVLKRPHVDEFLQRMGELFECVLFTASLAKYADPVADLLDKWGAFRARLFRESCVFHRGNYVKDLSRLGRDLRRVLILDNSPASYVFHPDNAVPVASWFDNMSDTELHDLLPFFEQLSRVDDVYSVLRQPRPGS
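Test system – truncated SCP-1 phosphatase (76-261aa) · Reagent – Phosphorylated 17-residue peptide substrate · Incubation – 45 min room-temperature reaction, 5 min colour, 30 min stabiliser · Detection – colorimetric phosphate reagent with accelerator and stabiliser, absorbance at 630 nm · Measure – % inhibition at 20 µM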
CSN deneddyl inh = blocks human CSN-mediated cullin deneddylation | Q92905 | Purified CSN, SCF-Nedd8-OG deneddylation, fluorescence polarization | inhibition, % at 12.5 µM | 360,000 compounds, 0.38% hits;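 active = pattern-corrected inhibition above about 35%, with an unprinted fluorescence ratio check between 0.5 and 1.5, limit read from the data, passing the limit was not always enough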;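 also: 0% = enzyme with substrate and 100% = substrate without enzyme; some results filed as inactive read as strong as hits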
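Assay system: purified human Csn5 enzyme expressed in HEK293T cells; measure: % inhibition; also added: SCFSkp2-Nedd8OG substrate at 10 nM final; technique: fluorescence polarization; times: reaction 90 min, room temperature; medium: Tris buffer pH 7.5, NaCl, DTT, Tween-20, trehalose, ovalbumin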
DNMT1 block = blocks human DNA methyltransferase DNMT1; P26358; DNMT1 molecular beacon, Hinp1I cleavage, fluorescence; inhibition (reported as % activation of signal), % at 10 µM; 360,000 compounds, 0.83% hits; AID 588458; in the data active = inhibition above about 50%
Rpn11 inh = inhibitors of human proteasome Rpn11. calls only at 20 µM. AID 588493. 360,000 compounds, 0.59% hits. human 26S proteasome, Ub4-pepOG fluorescence polarization; 20S core pre-blocked with epoxomicin;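 active = inhibition at 20 µM, scaled to each plate's controls, above about 33%, limit read from the data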
NadD block = NadD (S. aureus) enzyme inhibition. purified NadD enzyme, colorimetric absorbance read-out. inhibition, % at 20 µM. 360,000 compounds, 0.78% hits. AID 602399; in the data active = inhibition above about 26%; also: some compounds past the cut are filed as inactive
SUMO1-SIM PPI = SUMO1-SIM interaction modulation; inhibition, % at 20 µM; SUMO1 binding to a labelled peptide, TR-FRET, 1 h; 360,000 compounds, 0.33% hits; AID 602429; P63165; in the data active = inhibition above about 37%
Target sequence (P63165 whole entry, looked up): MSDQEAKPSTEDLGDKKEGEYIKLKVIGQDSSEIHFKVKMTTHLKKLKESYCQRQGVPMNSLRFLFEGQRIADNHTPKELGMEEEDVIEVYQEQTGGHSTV
STEP block = blocks human striatal-enriched tyrosine phosphatase; inhibition, % at 20 µM; 360,000 compounds, 0.25% hits; recombinant STEP, OMFP fluorogenic substrate, fluorescence; P54829; AID 588621;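 active = inhibition at 20 µM, scaled per plate between control wells, above about 37%, limit read from the data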;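 also: 0% = DMSO with enzyme and substrate and 100% = substrate only without enzyme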
Target sequence (P54829 whole entry, looked up): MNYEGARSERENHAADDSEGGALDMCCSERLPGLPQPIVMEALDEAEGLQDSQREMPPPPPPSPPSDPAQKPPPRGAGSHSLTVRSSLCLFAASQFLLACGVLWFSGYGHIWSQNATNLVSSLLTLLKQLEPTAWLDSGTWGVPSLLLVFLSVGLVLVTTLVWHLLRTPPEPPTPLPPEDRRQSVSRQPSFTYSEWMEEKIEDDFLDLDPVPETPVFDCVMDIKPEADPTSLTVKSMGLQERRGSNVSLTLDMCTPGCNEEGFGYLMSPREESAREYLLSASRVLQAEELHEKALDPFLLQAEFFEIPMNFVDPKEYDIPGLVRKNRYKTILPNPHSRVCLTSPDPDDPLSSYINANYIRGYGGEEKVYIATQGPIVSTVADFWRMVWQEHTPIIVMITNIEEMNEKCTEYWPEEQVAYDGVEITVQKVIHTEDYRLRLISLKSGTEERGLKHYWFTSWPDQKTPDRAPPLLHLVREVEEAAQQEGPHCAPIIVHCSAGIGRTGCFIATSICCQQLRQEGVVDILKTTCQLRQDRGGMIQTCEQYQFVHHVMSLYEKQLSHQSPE
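Test system: STEP tyrosine phosphatase / Reagent: OMFP at 25 µM / Doses: 20 µM, 1% DMSO / Read-out: percent inhibition scaled to no-enzyme and uninhibited-enzyme controls, plate-pattern corrected / Detection: FITC-channel fluorescence of OMFP product / Medium: Bis-Tris buffer pH 6.0, 2.5 mM DTT, 0.005% Tween 20 / Schedule: 20 min at room temperature, dark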
PABP1 MLLE inh = blocks PAM2 peptide binding to the PABP1 MLLE domain. GST-MLLE / FITC-PAM2 fluorescence polarization. inhibition, % at 20 µM. 360,000 compounds, 0.36% hits. AID 588489; in the data active = inhibition above about 35%, passing the limit was not always enough;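 also: plate controls were DMSO wells with GST-MLLE for no effect and wells lacking GST-MLLE protein for full effect; some results filed as inactive read as strong as hits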
LMPTP inh = blocks human LMPTP phosphatase; recombinant LMPTP-A, OMFP fluorogenic substrate, fluorescence intensity; inhibition, % at 20 µM; AID 651560; 360,000 compounds, 0.22% hits;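 active = compounds that cut the enzyme signal by at least half of the control window in the single-dose screen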;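 also: plate controls were DMSO wells with enzyme plus substrate for no effect and substrate without enzyme for full effect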
Target sequence (P24666 whole entry, looked up): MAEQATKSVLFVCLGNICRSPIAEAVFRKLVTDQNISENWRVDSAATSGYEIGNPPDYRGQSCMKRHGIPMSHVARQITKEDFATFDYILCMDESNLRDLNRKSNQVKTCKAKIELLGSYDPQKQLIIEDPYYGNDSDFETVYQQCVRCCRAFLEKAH
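Material: LMPTP-A; amount: 0.625 nM enzyme; doses: single 20 µM dose; times: reaction 50 min, room temperature, dark; technique: fluorescence intensity of OMFP turnover product; benchmarks: no-enzyme and uninhibited controls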
TbMetRS inhib = blocks T. brucei methionyl-tRNA synthetase activity; inhibition, % at 11.9 µM; 360,000 compounds, 0.4% hits; AID 624268; purified T. brucei MetRS, ATP depletion, Kinase-Glo luminescence;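 active = inhibition above a per-plate cutoff of the control wells' mean inhibition plus 3 SD, cut at about 5.5% in these data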;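 also: 0% = DMSO wells median and 100% = median of wells with control inhibitor compound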
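Test system: purified T. brucei MetRS enzyme. Also added: ATP, methionine and E. coli bulk tRNA substrates. Compound: 11.9 µM single point. Schedule: 15 min enzyme-compound preincubation, 2 h reaction, 10 min detection, 25 °C. Signal: luciferase luminescence of residual ATP, Kinase-Glo. Evaluation: percent inhibition versus plate control medians. Controls: DMSO wells, low control.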
Starred values were filed as active, the others as inactive; i = inactive; x = no result given; + = active, no number.

Values run as follows: Scp-1 inhibitor	CSN deneddyl inh	DNMT1 block	Rpn11 inh	NadD block	SUMO1-SIM PPI	STEP block	PABP1 MLLE inh	LMPTP inh	TbMetRS inhib
- Cc1cc(=O)c2c(N(C)C)cccc2[nH]1
→ x	-3	-3	i	-4	4	1	-3	2.2	0.2
- Cc1ccc(C(=O)N2CCc3ccccc32)cc1
→ -1	2	1	i	0	-2	1	-11	0.4	-0.3
- Cc1c(C=O)c2ccccc2n1CC(=O)NC(C)c1ccccc1 (stereo not drawn)
→ 1	-3	1	i	5	0	3	14	0.8	-0.3
- O=[N+]([O-])/C(C(Cl)=C(Cl)Cl)=C(\Sc1ccccc1)N1CCCCC1
→ 3	0	5	i	-2	0	1	35	-2.7	-0.5
- CC(Oc1ccc(Br)cc1)C(=O)NCc1ccccn1 (stereo not drawn)
→ 10	-6	3	i	1	-3	-1	0	0.5	-2.1
- Cc1cc(C(=O)N/N=C/c2cccc([N+](=O)[O-])c2)c2ccccc2n1
→ -2	5	-2	i	4	-18	1	4	-0.6	0.3
- Cc1cc(C)n(C(=O)CCCn2cc([N+](=O)[O-])cn2)n1
→ 1	-1	1	i	-4	-8	-1	0	-1.6	-1.7
- CC(=O)N1CCC(C(=O)NCCOc2ccc(C)cc2)CC1
→ -9	4	0	i	-8	3	0	-1	0.5	-0.8
- O=C(CCN1N=C(c2ccccc2)CCC1=O)NCC1COc2ccccc2O1 (stereo not drawn)
→ -13	0	1	i	-7	-1	1	15	-1.9	-0.6
- CC1=CN(S(=O)(=O)c2ccc(C)cc2)C[C@@H]2c3ccccc3N(S(=O)(=O)c3ccc(C)cc3)[C@H]12
→ -4	3	2	i	2	1	6	5	1.2	-0.4
- COc1ccc(C2CC(=O)C=C(NCc3ccccc3)C2)cc1 (stereo not drawn)
→ -1	0	-3	i	-2	1	2	2	0.3	1.1
- CN(C)c1ccc(/C=N/n2cnn(Cc3ccccc3Cl)c2=S)cc1
→ -1	-8	-3	i	-2	-8	2	-14	2.7	-1.3
- COc1cc(NC(=S)N2CCCCC2C)cc(OC)c1OC (stereo not drawn)
→ 2	-1	1	i	4	4	4	0	-1.0	-0.2
- COc1cc(/C=C(\C#N)C(=O)c2ccc(O)c(O)c2)cc(I)c1O
→ -19	+	10	x	2	-57	-8	177	21	1.8
- Cc1ccc(-c2cc(C(=O)NCc3ccccn3)no2)cc1
→ -5	1	-4	i	-5	-1	0	-4	-1.1	-0.3
- O=C1N/C(=C/c2cccs2)C(=O)N1Cc1ccccc1F
→ 16	0	2	i	-3	-1	-4	-9	-0.1	0.1
- CCc1nnc(NC(=O)C(NS(=O)(=O)c2ccccc2)C(C)C)s1 (stereo not drawn)
→ x	-9	3	i	-1	4	-1	-4	0.1	-0.2
- CC(=O)NC(Cc1ccccc1)C(=O)N1CCN(C(=O)c2ccco2)CC1 (stereo not drawn)
→ -4	0	4	i	0	-1	-1	1	-0.6	-1.4
- CCCCCCn1c(=O)n2n(c1=O)C[C@]1(OC(=O)NCc3ccco3)CN(S(=O)(=O)c3ccc(C)cc3)C[C@]1(O)C2
→ x	4	4	i	-1	1	0	0	2.3	-1.4
- CCC1(c2ccc(Cl)cc2)NC(=O)N(CC(=O)NCc2ccc(F)cc2)C1=O (stereo not drawn)
→ -8	7	-1	i	-1	1	1	9	-0.7	0.1

The list continues:
Values run as follows: Scp-1 inhibitor	CSN deneddyl inh	DNMT1 block	Rpn11 inh	NadD block	SUMO1-SIM PPI	STEP block	PABP1 MLLE inh	LMPTP inh	TbMetRS inhib
- COc1ccc(C(=O)N2CCN(c3ncccn3)CC2)cc1S(=O)(=O)N1CCOCC1
→ -6	1	1	i	2	-2	-2	10	-0.5	-0.4
- O=c1[nH][nH]c2c1C(c1cccc(C(F)(F)F)c1)OC(CCc1ccccc1)C2 (stereo not drawn)
→ x	3	x	x	9	-1	x	x	1.1	-0.2
- COc1cc2c(cc1OC)C(COc1cc(C)cc(C)c1)N(C(C)=O)CC2 (stereo not drawn)
→ -1	4	0	i	2	-2	0	11	0.7	0.2
- Cc1cccn2c(CN3CCCC(c4ccccc4)C3)c(C(=O)N3CCOCC3)nc12 (stereo not drawn)
→ -4	5	1	i	-1	-1	2	8	-2.5	-0.4
- CC1=C(C(=O)Nc2ccccc2)C(c2ccc(N(C)C)cc2)NC(=O)N1 (stereo not drawn)
→ -5	23	0	i	0	0	-4	-19	0.0	0.2
- CCOC(=O)c1sc(NC(=O)Cc2ccccc2OC)nc1C
→ -4	5	-1	i	-2	10	4	25	0.3	-0.9
- Cc1ccc(OCc2nnc(SC3CCc4ccccc4C3=O)n2C)cc1 (stereo not drawn)
→ -3	-6	0	i	-1	2	-3	-79	-1.3	-0.4
- CCOC(=O)C(C)(C)C(=O)C(C)(C)C(O)c1ccccn1 (stereo not drawn)
→ -9	-1	4	i	-1	1	18	-4	-2.2	-0.3
- Cc1cnc(C(=O)OCC(=O)N(Cc2ccccc2)C(C)(C)C)cn1
→ -3	0	2	i	3	2	5	1	-1.2	-0.4
- O=C(CCc1c[nH]c2ccccc12)Nc1ccc(S(=O)(=O)Nc2ncccn2)cc1
→ -10	-4	0	i	-4	6	1	-18	-0.5	0.9
- CC1(C)Cc2ccccc2/C(=C/C(=O)c2ccccc2)N1
→ 0	2	13	i	-1	-9	3	13	1.0	-1.0
- Clc1ccc(-n2ncc3c(NCc4ccccn4)ncnc32)cc1
→ -2	4	1	i	1	-4	1	1	-1.0	-0.1
- C[C@@H]1COC(=O)[C@H](Cc2ccc(F)cc2)CC/C=C/C[C@@H](CC(=O)N[C@H](CO)Cc2ccccc2)C(=O)N1
→ -2	1	-3	i	-3	10	1	4	-1.7	-0.3
- CCCSc1nsc(NC(=O)c2cccnc2OCC)n1
→ 4	-1	11	i	-1	1	2	-6	-0.9	-1.3
- Cc1cccc(Nc2ccc([N+](=O)[O-])cc2C(=O)O)c1
→ 2	3	0	i	4	-17	2	-11	-0.2	0.0
- Cc1cccc(C(=O)OCC(=O)N2CCCCCC2)c1C
→ -7	2	1	i	-4	-5	0	-6	-1.2	-0.5
- CCCCOc1ccc(C(CC(=O)NC)C(=O)O)cc1 (stereo not drawn)
→ -9	-6	1	i	0	4	5	6	-1.2	-0.3
- CCN(CC)S(=O)(=O)c1ccc2oc(SCC3CN=C(c4ccc(OC)cc4)S3)nc2c1 (stereo not drawn)
→ 6	0	-2	i	11	2	4	-36	4.9	-0.3
- CN(C)c1ccc(/C=[N+](\[O-])C2SC(=S)N(C)C2(C)C)cc1 (stereo not drawn)
→ 1	5	-1	i	-4	-9	0	-1	-0.4	0.4
- Cc1cccc(CN2[C@H](COCc3ccccc3)C=CS2(=O)=O)c1
→ x	-4	-5	i	-5	11	5	0	-1.5	-0.4

3 compounds from above, sorted by SMILES length, rising:
Values run as follows: Scp-1 inhibitor	CSN deneddyl inh	DNMT1 block	Rpn11 inh	NadD block	SUMO1-SIM PPI	STEP block	PABP1 MLLE inh	LMPTP inh	TbMetRS inhib
- CCCSc1nsc(NC(=O)c2cccnc2OCC)n1
→ 4	-1	11	i	-1	1	2	-6	-0.9	-1.3
- CC1(C)Cc2ccccc2/C(=C/C(=O)c2ccccc2)N1
→ 0	2	13	i	-1	-9	3	13	1.0	-1.0
- COc1cc2c(cc1OC)C(COc1cc(C)cc(C)c1)N(C(C)=O)CC2 (stereo not drawn)
→ -1	4	0	i	2	-2	0	11	0.7	0.2

(list continues)
Values run as follows: Scp-1 inhibitor	CSN deneddyl inh	DNMT1 block	Rpn11 inh	NadD block	SUMO1-SIM PPI	STEP block	PABP1 MLLE inh	LMPTP inh	TbMetRS inhib
- O=C(Cc1n[nH]c(=O)[nH]c1=O)N/N=C/c1cccc(Cl)c1
→ -4	3	1	i	0	-6	-3	13	-1.0	-1.3
- COc1cccc(-c2ncc3ccccc3c2COC(=O)CCCC(=O)O)c1
→ -3	-5	-2	i	2	-6	-1	6	0.6	-0.3
- Cc1ccc2c(c1)N(CC(=O)Nc1ccccc1F)C(=O)C(C)O2 (stereo not drawn)
→ 3	-2	-3	i	-2	5	-1	12	-0.4	-0.5
- COc1ccc(OC)c(S(=O)(=O)NCCS(=O)(=O)N2CCN(c3ccccc3)CC2)c1
→ -9	-1	0	i	-7	5	0	9	-0.5	-0.2
- CCOC(=O)C1(Cc2ccccc2C(F)(F)F)CCN(C2CCSC2)CC1 (stereo not drawn)
→ -5	7	0	i	-4	3	-2	1	2.6	-0.5
- O=C(CSC1=NCCS1)Nc1ccc(F)cc1
→ -8	-4	1	i	-5	3	-1	14	-1.4	-0.3
- C=CCOc1c(Br)cc(CNn2c(C)n[nH]c2=S)cc1OC
→ -7	-1	-3	i	-2	2	-1	-6	-59	1.6
- OCC[C@@H]1C[C@H](O)[C@@H](O)[C@]2(Cc3ccccc3CCO2)O1
→ -8	-5	5	i	-7	0	0	1	-1.3	-0.3
- Cc1ccccc1OCC(=O)OCC(=O)c1ccc(OC(=O)c2ccccc2)cc1
→ -8	-9	-3	i	-13	-5	0	0	2.5	-0.3
- COc1ccc(/C=C/C(=O)NCC2COc3ccccc3O2)c(OC)c1 (stereo not drawn)
→ -7	5	-6	i	-10	-8	-4	-7	0.0	0.0
- COCCN(C(=O)CSc1ncn[nH]1)c1c(N)n(Cc2ccccc2)c(=O)[nH]c1=O
→ -1	-4	1	i	-4	-2	-2	-49	-1.4	-0.3
- Cc1cc(C)cc(N(CC(=O)NC2CCCCCC2)S(=O)(=O)c2c(C)[nH]c(=O)[nH]c2=O)c1
→ 0	2	10	i	1	-4	0	-3	0.3	-1.1
- Cc1csc2c(=O)sc(NC(=O)c3ccco3)nc12
→ 6	1	0	i	-11	-21	9	32	25	-0.7
- COc1ccccc1NC(=O)Nc1nnc(Cc2ccccc2F)s1
→ -14	-4	22	i	-7	6	0	2	0.1	-0.1
- CCc1nc(NCCO)c(C#N)c2c1CSC(C)(C)C2
→ -7	-3	-6	i	4	8	-2	16	0.0	0.2
- CCO[C@H]1OC(C(=O)N2CCN(C)CC2)=C[C@@H](C2CC2)[C@@H]1CCCO
→ 2	0	0	i	3	3	-1	7	-2.4	0.1
- CC1(C)CC(=O)C=C(NCc2ccco2)C1
→ 0	-1	0	i	-1	1	-1	12	-0.8	-1.7
- COc1cc2nc(CN3CCN(C(C)=O)CC3)[nH]c(=O)c2cc1OC
→ -7	-3	1	i	-4	5	0	0	-0.5	-0.2
- CC(C)(C)c1ccc(C(=O)Nc2c3c(nn2C(C)(C)C)CS(=O)(=O)C3)cc1
→ -2	6	-2	i	-5	2	1	15	-0.9	-0.4
